FBA Mtb inh – Mtb fructose-bisphosphate aldolase inhibition; hit rate 2.3% among 360,000; inhibition, % at 1 µM; P9WQA3; AID 588726; purified M. tuberculosis FBA, fluorescence read-out; in the data active = inhibition above about 27%;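 also: 0% = vehicle and 100% = reference inhibitor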
Target sequence (P9WQA3 whole entry, looked up): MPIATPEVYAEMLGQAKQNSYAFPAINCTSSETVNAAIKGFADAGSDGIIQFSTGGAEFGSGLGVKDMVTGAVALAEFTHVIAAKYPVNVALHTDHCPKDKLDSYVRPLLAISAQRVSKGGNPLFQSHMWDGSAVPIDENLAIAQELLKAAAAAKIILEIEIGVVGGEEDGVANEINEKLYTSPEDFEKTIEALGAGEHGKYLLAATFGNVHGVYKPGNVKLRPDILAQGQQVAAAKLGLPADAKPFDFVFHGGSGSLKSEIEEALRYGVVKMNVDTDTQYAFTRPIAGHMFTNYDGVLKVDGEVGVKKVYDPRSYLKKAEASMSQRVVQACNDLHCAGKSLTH
BioA inh – BioA (M. tuberculosis) enzyme inhibition; inhibition, % at 9.99 µM; hit rate 0.096% among 360,000; AID 602481; purified M. tuberculosis BioA enzyme, plate reader; in the data active = inhibition above about 40%; inconclusive = no clear call, values can overlap the other calls
GDH-TPI counter – GDH-TPI coupled enzyme inhibition counter-screen. GDH-TPI coupled enzyme counterscreen, NADH absorbance. inhibition, % at 4.8 µM. hit rate 1.2% among 360,000. AID 588335; in the data active = inhibition above about 30%;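 also: 0% = DMSO wells and 100% = wells lacking the enzyme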
PrPC surface inh – inhibitors of human cell surface prion protein PrPC. P04156. TR-FRET read-out. inhibition, % at 13.8 µM. hit rate 0.43% among 370,000; in the data active = inhibition above about 24%; also: 0% = median of the test wells and 100% = reference compound wells
BoNT-F LC inh – inhibitors of Botulinum neurotoxin F light chain protease | inhibition, % at 10 µM | AID 588497 | Multiplex microsphere protease cleavage assay, flow cytometry | hit rate 0.22% among 360,000; in the data active = inhibition above about 35%, passing the limit was not always enough; inconclusive = no clear call, values can overlap the other calls; also: plate controls were buffer without enzyme for full effect and enzyme alone for no effect
Mtb UGM inh – Mtb UDP-galactopyranose mutase inhibition. P9WIQ1. purified UGM, fluorescence polarization probe displacement. inhibition, % at 10 µM. hit rate 0.06% among 320,000. AID 504406; in the data active = inhibition above about 10%, passing the limit was not always enough; inconclusive = no clear call, values can overlap the other calls
Rv3671c protease – Rv3671c (M. tuberculosis) protease inhibition | inhibition, % at 5.96 µM | hit rate 0.048% among 320,000; in the data active = inhibition above about 38%;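 also: extracellular domain of Rv3671c used as enzyme; 0% = enzyme with DMSO and 100% = no enzyme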
Target sequence (P9WHR9 whole entry, looked up, the tested form may be a part): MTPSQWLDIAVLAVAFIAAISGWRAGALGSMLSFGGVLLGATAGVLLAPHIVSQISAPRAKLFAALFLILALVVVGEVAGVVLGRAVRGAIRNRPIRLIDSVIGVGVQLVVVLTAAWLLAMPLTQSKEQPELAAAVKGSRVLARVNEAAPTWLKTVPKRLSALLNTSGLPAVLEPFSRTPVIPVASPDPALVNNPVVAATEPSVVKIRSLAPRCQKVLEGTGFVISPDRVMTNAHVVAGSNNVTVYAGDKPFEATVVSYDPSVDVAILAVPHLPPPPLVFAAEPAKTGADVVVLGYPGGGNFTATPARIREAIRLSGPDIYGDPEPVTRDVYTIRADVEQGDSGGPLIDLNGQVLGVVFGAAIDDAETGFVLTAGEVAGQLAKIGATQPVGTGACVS
FadD28 binding – M. tuberculosis FadD28 bisubstrate binding inhibition | FadD28 bisubstrate probe binding, fluorescence polarization | inhibition, % at 12.5 µM | hit rate 0.22% among 360,000 | AID 588549; in the data active = inhibition above about 8.5%, passing the limit was not always enough; inconclusive = no clear call, values can overlap the other calls
MazF activator – activators of E. coli MazEF toxin-antitoxin RNase; P0AE70; FAM/BHQ RNA-DNA oligo cleavage fluorescence, 5 h; activation, % at 20 µM; hit rate 0.32% among 350,000; AID 504720; in the data active = activation above about 50%
Target sequence (P0AE70 whole entry, looked up): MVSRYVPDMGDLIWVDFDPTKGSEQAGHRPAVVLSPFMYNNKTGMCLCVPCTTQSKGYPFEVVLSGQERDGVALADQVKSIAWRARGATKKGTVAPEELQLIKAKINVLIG
Starred values were filed as active, the others as inactive; ? = inconclusive; . = not tested or not shown; & = joins results of further samples.

Values run as follows: FBA Mtb inh | BioA inh | GDH-TPI counter | PrPC surface inh | BoNT-F LC inh | Mtb UGM inh | Rv3671c protease | FadD28 binding | MazF activator
CCCCn1c(=O)c(C(=O)Nc2ccccc2S(N)(=O)=O)c(O)c2ccccc21
 : 3.7 | -0.7 | 7.4 | 4.7 | 3.3 | 3.5 | -12.4 | -1.3 | 1.8
COc1ccc(S(=O)(=O)N2CCCCC2)cc1NC(=O)CSc1ncccn1
 : 2.0 | 1.9 | 10.0 | -3.6 | -3.4 | -3.1 | -0.5 | -2.6 | -9.8
Oc1cccc(/C=N/N=C/c2cccc(O)c2O)c1O
 : -5.8 | 7.1 | 7.3 | -5.5 | -33.1 | 0.9 | -4.4 | -3.2 | 12.1
Cc1cc(=O)[nH]c(N/N=C/c2ccc(OC(=O)c3ccco3)cc2)n1
 : -0.5 | . | 9.3 | 0.1 | 0.2 | 0.2 | -15.5 | -2.5 | 2.0
CCC(c1nnnn1C(C)(C)CC)N(CCCN1CCOCC1)Cc1cc2cccc(C)c2[nH]c1=O (stereo not given)
 : 3.4 | -0.4 | 8.8 | -1.3 | 3.8 | -1.8 | -5.4 | -1.5 | -21.3
Cc1cc(S(=O)(=O)NC2CCCCC2)ccc1OCC(=O)NCC1CCCO1 (stereo not given)
 : 0.7 | 2.6 | 2.9 | -2.0 | 1.4 | -0.8 | 8.2 | 0.9 | -23.7
CCN(C(=O)/C=C/c1ccc2c(c1)OCO2)c1ccccc1
 : 1.1 | . | 27.3 | 6.9 | -2.3 | 3.2 | -2.9 | -1.3 | -2.6
CCOc1cc(CNC2CCCC2)cc(Cl)c1OCc1ccc(F)cc1
 : 2.2 | 1.1 | 5.7 | 1.3 | -21.4 | 5.9 | 1.7 | -4.4 | 15.4
CC(/C=C1\SC(=S)N(CCC(=O)Nc2ccccc2O)C1=O)=C\c1ccccc1
 : -0.5 | -2.8 | 8.9 | -6.4 | -5.2 | 0.8 | -84.5 | -7.1 | -41.4
O=c1oc2ccccc2c2oc3cc(O)c(O)cc3c12
 : -0.7 | . | 20.6 | -2.4 | 1.0 | 2.6 | -6.3 | -1.2 | 9.6
O=C(Nc1nnc([C@H]2C[C@H](O)[C@@H](CO)O2)s1)C(c1ccccc1)c1ccccc1
 : -0.9 | 0.3 | 2.6 | -3.0 | -3.0 | . | . | -2.4 | .
O=C(Nc1cccc(-c2csc(Nc3ccc(Cl)cc3)n2)c1)c1cccc(C(F)(F)F)c1
 : 1.4 | -1.6 | 13.9 | 13.2 | -12.7 | 0.3 | -8.3 | -1.0 | 1.7
S=c1[nH]nc(COc2ccc(Cl)cc2)o1
 : 0.4 | -3.2 | -0.6 | -3.0 | 0.3 | -0.3 | -2.3 | -3.2 | 0.9
Cc1ccc(C)c(NC(=O)c2cc(-c3ccccc3)nn2-c2ccccc2)c1
 : 3.0 | 5.7 | 6.6 | 8.9 | -1.1 | -2.4 | -7.6 | 1.0 | 4.2
COc1ccc2oc(C(=O)OCC(=O)N3CCN(S(=O)(=O)c4ccc(C)cc4)CC3)c(C)c2c1
 : 22.7 | 0.5 | -1.7 | -0.9 | 12.4 | -0.2 | -6.2 | -0.2 | -14.0
Cc1ccc(C)c(C(=O)CCC(=O)Nc2ccc(N3CCN(C)CC3)cc2C)c1
 : 3.6 | -1.1 | -1.3 | -4.4 | -18.4 | -0.1 | -3.1 | 1.6 | 2.4
COc1ccccc1CNC(=O)COC(=O)c1ccc(S(=O)(=O)N2CCCC2)cc1
 : 1.8 | -1.2 | 13.9 | -2.4 | ? | 1.4 | -1.2 | -4.3 | -3.5
O=C(c1ccccc1)N(Nc1ccccc1)c1ccccc1
 : -1.3 | . | 13.0 | -0.3 | -2.2 | -1.5 | -2.9 | -0.9 | -5.0
N#CC1=C(N)Oc2cc(O)ccc2C1c1ccncc1 (stereo not given)
 : -2.6 | 3.4 | 15.7 | -4.4 | 23.8 | -5.7 | -5.6 | -0.9 | 0.1
O=C(NCCCc1ccccc1)c1cncc(Br)c1
 : -1.7 | . | -8.1 | -6.1 | -10.9 | 0.0 | 5.4 | -2.5 | 4.8
COc1ccc(NC(=O)CSc2ccccn2)cc1
 : -2.9 | 0.2 | 2.6 | 17.0 | 5.0 | -1.0 | -4.3 | 0.7 | -6.7
NC(=O)c1nsc(C(=O)N(c2ccc(F)cc2)C(C(=O)NCC2CCCO2)c2ccc3ncccc3c2)c1N (stereo not given)
 : 22.4 | -2.2 | 3.5 | -8.1 | -6.0 | 1.5 | -5.5 | -0.7 | -0.3
C/C(=N\NC(=O)c1nnn(-c2nonc2N)c1CN(C)c1ccccc1)c1cccc(O)c1
 : 1.6 | -3.7 | 4.8 | -5.5 | 3.9 | 2.7 | -17.8 | -4.0 | 14.7
CCN(CCCNC(=O)C1CCCN(S(=O)(=O)c2cnc[nH]2)C1)c1ccccc1 (stereo not given)
 : -0.8 | -1.2 | -3.4 | 8.7 | -9.8 | -0.3 | -2.4 | -2.2 | 11.8
CCc1ccccc1NC1=NCC(=O)N1Cc1ccc2c(c1)OCO2
 : -1.4 | 1.9 | 0.4 | -3.1 | -6.1 | 1.9 | 6.5 | 1.0 | -5.7
CCOc1cc(C(=O)NC2CC(C)(C)NC(C)(C)C2)cc(OCC)c1OCC
 : -0.7 | 0.3 | 19.9 | -6.2 | -135.7 | 4.5 | -4.8 | -1.5 | 7.7
O=C(CSc1ccc(-c2cccnc2)nn1)c1ccc([N+](=O)[O-])cc1
 : -0.5 | . | 21.9 | -26.6 | 8.0 | -3.5 | 8.3 | 0.1 | 2.1
Cc1c(C(=O)NCc2ccccc2)oc2c1C(=O)CCC2
 : 0.9 | 18.7 | 6.0 | -4.8 | 6.1 | -1.7 | 2.4 | -2.5 | 6.2
Cc1ccc(Cl)cc1NC(=O)C1CC(=O)Nc2ncnn21 (stereo not given)
 : 6.5 | 1.6 | 2.4 | 6.1 | 1.3 | -2.0 | -5.9 | 0.5 | 1.5
Oc1csc(Cc2nc(-c3ccccc3F)cs2)n1
 : 5.6 | . | 19.0 | 7.3 | 0.4 | -1.0 | 12.1 | -0.2 | -11.0
CCc1ccc(NC(=O)CSc2nnc(CNC(=O)c3cccs3)o2)cc1
 : -0.8 | 0.1 | -7.8 | 19.5 | 8.7 | 1.7 | 2.1 | -2.9 | 8.2
Cc1csc2nc(O)c(C(=O)NCCN3CCOCC3)c(=O)n12
 : 0.7 | -1.0 | -8.8 | 0.4 | -11.3 | 2.9 | 3.3 | -2.9 | 7.5
O=C(Nc1ccc(-c2cn3ccsc3n2)cc1)C1CCCC1
 : 1.9 | 0.1 | 7.8 | 10.3 | -20.1 | -0.6 | -0.7 | 1.6 | 0.9
Cc1nc(-c2ccncc2)sc1C(=O)Nc1ccc(Br)cc1
 : -4.1 | . | -2.9 | -14.3 | 3.7 | -0.1 | 1.4 | -4.9 | 5.4
COC(=O)C1(C(=O)OC)Sc2ccccc2C1=O
 : 8.1 | 0.9 | -3.4 | 5.5 | -24.4 | 1.1 | -12.0 | -1.8 | 7.5
O=C(OCC(=O)c1ccc[nH]1)c1ccc(C(F)(F)F)cc1
 : -3.1 | -1.5 | 2.2 | 2.5 | -6.7 | -2.3 | 4.2 | -3.5 | 6.3
Cc1occc1-c1nnc(SCC(=O)Nc2ccccc2)n1C
 : -1.0 | -1.8 | 3.7 | 8.5 | -1.1 | -1.4 | 0.6 | -1.3 | 11.7
Cc1ccc(NC(=O)COC(=O)C2(c3ccc(Cl)cc3)CCCC2)cc1
 : -4.6 | -1.0 | 8.7 | 12.2 | -1.8 | 3.5 | -14.1 | 1.6 | -4.9
Cn1cccc1Cc1nnc(SCC(=O)NC2CCCCC2)n1CCc1ccccc1
 : 3.6 | -0.8 | 10.9 | -6.5 | 4.9 | -0.5 | 2.2 | -2.4 | -7.1
Cc1ccc(-n2c(C)cc(C(=O)CSc3nncs3)c2C)cc1
 : -0.2 | . | 7.9 | 38.9* | 0.6 | 2.7 | -14.6 | -2.2 | -1.4
CCC(C)NC(=O)CSc1nnc(-c2cc(-c3ccc(C)cc3)nc3ccccc23)n1N (stereo not given)
 : 25.6 | 1.0 | 6.0 | -9.4 | -0.5 | 4.3 | -10.0 | -2.4 | -4.0
Cc1cccc(CN2CCN(Cc3ccc4nonc4c3)CC2CCO)n1 (stereo not given)
 : -1.2 | . | 8.8 | -17.2 | -1.5 | 1.1 | 1.8 | -2.2 | 0.0
COc1ccc(C(=O)Cc2ccc(OC)c(OC)c2)c(OC)c1
 : -0.4 | 0.9 | 2.0 | 2.3 | -10.5 | 0.1 | 9.1 | -0.3 | -1.6
Cc1cc(C(=O)Cn2cnc3cc(F)ccc3c2=O)c(C)n1C1CC1
 : -0.7 | 0.9 | 5.6 | 8.9 | -8.7 | -0.4 | -6.9 | -0.6 | 11.6
Cc1ccc(C(C(=O)NC2CCCCC2)N(Cc2cccnc2)C(=O)c2csnn2)cc1 (stereo not given)
 : 1.0 | . | -9.7 | -1.1 | -13.6 | 0.0 | -4.3 | 0.6 | -31.5
COc1ccc(N(CC(=O)NCc2ccccc2)C(=O)CCC(=O)Nc2cc(C)ccn2)c(OC)c1
 : 0.3 | . | 3.9 | -3.2 | -1.5 | -1.4 | -1.3 | -1.0 | 0.7
COC(=O)/C=C1\S/C(=N/N=C/c2ccco2)NC1=O
 : -7.7 | 4.5 | 32.7* | -12.7 | -3.3 | -4.5 | -1.2 | -0.5 | 4.2
CNC(=S)NCc1ccc2[nH]c3c(c2c1)CCCC3
 : -3.4 | . | -4.1 | -3.2 | -5.5 | -0.3 | 5.7 | -3.2 | 6.6
C[C@@H]1CN([C@H](C)CO)C(=O)c2cc(Br)cnc2O[C@H]1CN(C)C(=O)CC1CC1
 : -2.4 | -0.3&2.6 | 4.1 | -2.4 | -4.6 | . | . | -0.7 | -110.4
CC(C)(C)C(=O)Nc1ccc(C(=O)Nc2cccc(Oc3ccc(C(=O)O)c(C(=O)O)c3)c2)cc1
 : 0.5 | 0.1 | -8.6 | -7.3 | 17.9 | 2.4 | -8.0 | -4.0 | 0.4
CCn1c(CSc2nc(C)cc(C)n2)nnc1SCC(=O)Nc1cccc2ccccc12
 : 1.8 | 0.0 | 2.8 | 7.7 | -1.3 | 0.5 | 16.3 | 0.7 | -2.6
CN(C)C(=O)c1ccc(-c2cc(C(F)(F)F)n(C)n2)s1
 : 1.9 | . | 5.6 | -6.8 | 3.8 | -1.4 | -9.6 | -0.5 | 13.5
COc1ccc(Nc2ncc(C#N)c(N)n2)c(OC)c1
 : 7.0 | 7.4 | 7.7 | 5.3 | -13.7 | 1.3 | 6.0 | -2.2 | 3.9
CCCNC(=O)c1ccc(N2CCC3(CC2)CC(c2cccc(Br)c2)=NO3)c(N)c1
 : 7.2 | -0.2 | -0.4 | -3.0 | -16.9 | -0.7 | 0.1 | -0.7 | 4.7
O=S(=O)(/N=S1\CC=CCN1S(=O)(=O)c1ccccc1)c1ccccc1 (stereo not given)
 : -1.8 | . | -4.1 | -2.9 | -6.3 | . | . | -3.8 | -8.5
Cc1ccc(C(=O)N/C(=C\c2cn(C)c3ccccc23)C(=O)N2CCN(C)CC2)cc1
 : -0.9 | -2.6 | 18.5 | -6.1 | 0.4 | 1.4 | -3.4 | -2.6 | -1.9
N#Cc1cccnc1Nc1ccc(Cl)cc1
 : 0.9 | -1.6 | 1.6 | 5.6 | 4.9 | 0.1 | -10.6 | -2.0 | 2.3

Part of the list above in order of molecular weight, ascending:
Values run as follows: FBA Mtb inh | BioA inh | GDH-TPI counter | PrPC surface inh | BoNT-F LC inh | Mtb UGM inh | Rv3671c protease | FadD28 binding | MazF activator
COC(=O)/C=C1\S/C(=N/N=C/c2ccco2)NC1=O
 : -7.7 | 4.5 | 32.7* | -12.7 | -3.3 | -4.5 | -1.2 | -0.5 | 4.2
CN(C)C(=O)c1ccc(-c2cc(C(F)(F)F)n(C)n2)s1
 : 1.9 | . | 5.6 | -6.8 | 3.8 | -1.4 | -9.6 | -0.5 | 13.5
Cc1ccc(C(=O)N/C(=C\c2cn(C)c3ccccc23)C(=O)N2CCN(C)CC2)cc1
 : -0.9 | -2.6 | 18.5 | -6.1 | 0.4 | 1.4 | -3.4 | -2.6 | -1.9

Screening data as filed in PubChem.
